Assay outcomes deposited in PubChem by Johns Hopkins Ion Channel Center.
RGS4 inh: human RGS4 inhibition; HEK293 M3R/RGS4 inducible, Fluo-4 calcium flux; active compounds read high; triggered by carbachol at its EC20; AID 463165; B-score at 10 µM; hit rate 0.45% among 310,000; P49798;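 active = B-score, a plate-corrected calcium signal, over three deviations above library mean, with baseline fluorescence within five deviations of library mean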;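 note: RGS4 expression induced by doxycycline in cells with stable M3 receptor; B-score is computed from the integrated fluorescence ratio over baseline after carbachol; higher B-score means a larger calcium signal and so more RGS4 inhibition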
Target sequence (P49798 whole entry, looked up): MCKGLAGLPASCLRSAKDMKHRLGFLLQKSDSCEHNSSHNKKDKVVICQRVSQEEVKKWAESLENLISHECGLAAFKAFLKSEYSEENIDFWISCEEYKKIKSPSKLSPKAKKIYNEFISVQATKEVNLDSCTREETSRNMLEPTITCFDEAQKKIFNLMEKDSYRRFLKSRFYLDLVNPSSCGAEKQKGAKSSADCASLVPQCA
TRPC6 inh: inhibitors of mouse TRPC6 channel; Q61143; HEK293-TRPC6, membrane potential dye, ACh-evoked depolarization; active compounds read low; B-score at 10 µM; hit rate 1.1% among 310,000; AID 2553;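 active = B-score under library mean minus 3 SD, initial fluorescence not abnormally high, positive integrated signal ratio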;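 note: B-score derived from integrated fluorescence ratio over the kinetic read; more negative B-score means stronger inhibition of depolarization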
Target sequence (Q61143 whole entry, looked up): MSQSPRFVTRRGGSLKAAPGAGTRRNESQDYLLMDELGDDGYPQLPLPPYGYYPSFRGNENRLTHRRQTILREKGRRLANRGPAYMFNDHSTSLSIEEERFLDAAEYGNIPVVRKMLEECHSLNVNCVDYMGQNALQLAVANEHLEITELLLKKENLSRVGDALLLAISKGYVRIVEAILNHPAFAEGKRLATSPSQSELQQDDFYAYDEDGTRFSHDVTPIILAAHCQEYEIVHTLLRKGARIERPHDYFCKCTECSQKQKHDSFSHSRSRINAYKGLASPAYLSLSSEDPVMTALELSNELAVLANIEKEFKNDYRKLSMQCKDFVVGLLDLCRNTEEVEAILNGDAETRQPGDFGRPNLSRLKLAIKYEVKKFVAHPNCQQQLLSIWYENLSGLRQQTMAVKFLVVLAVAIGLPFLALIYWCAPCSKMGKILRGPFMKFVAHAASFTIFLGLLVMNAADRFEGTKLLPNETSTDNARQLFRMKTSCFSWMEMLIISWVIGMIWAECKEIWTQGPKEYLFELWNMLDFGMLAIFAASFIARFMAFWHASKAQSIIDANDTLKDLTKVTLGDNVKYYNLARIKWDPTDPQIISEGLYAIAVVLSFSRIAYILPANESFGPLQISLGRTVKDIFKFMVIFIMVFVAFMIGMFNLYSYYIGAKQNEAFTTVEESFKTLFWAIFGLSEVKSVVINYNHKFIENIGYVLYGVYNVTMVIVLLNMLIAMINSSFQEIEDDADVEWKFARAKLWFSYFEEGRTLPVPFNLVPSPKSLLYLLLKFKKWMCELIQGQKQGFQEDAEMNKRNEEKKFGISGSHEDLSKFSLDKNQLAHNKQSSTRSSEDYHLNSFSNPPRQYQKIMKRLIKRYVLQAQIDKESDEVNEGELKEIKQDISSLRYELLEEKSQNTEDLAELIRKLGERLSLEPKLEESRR
TRPC6 activator: activates the mouse TRPC6 cation channel; Q61143; HEK293-TRPC6 membrane potential dye fluorescence; active compounds read high; B-score at 10 µM; hit rate 0.13% among 310,000;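 active = B-score of the integrated fluorescence ratio above library mean plus 3 SD, and starting fluorescence ratio within library mean plus 5 SD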;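 note: higher score means more depolarization so channel activation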
ANO1 activ: activates or potentiates the mouse TMEM16A chloride channel | B-score at 10 µM | Q8BHY3 | hit rate 0.3% among 340,000 | HEK293 TMEM16A/YFP-H148Q/I152L, iodide quench fluorescence; active compounds read low;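 active = fluorescence-ratio B-score plate-corrected deviation score at least 3 library SD below zero, with starting fluorescence score within 5 deviations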;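 note: channel opened by trigger with iodide after compound preincubation; score built on the fluorescence ratio of max minus min over baseline; more negative score means more quench and so TMEM16A activation or potentiation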
TRPC4 agonist: activators of mouse TRPC4 channel | Q9QUQ5 | HEK293 TRPC4beta/mu-opioid, Fluo4 calcium fluorescence; active compounds read high | AID 2237 | hit rate 0.49% among 310,000 | B-score at 10 µM;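 active = B-score above 5 SD of library B-scores, and initial fluorescence ratio not above library mean plus 5 SD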;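 note: positive B-score marks a calcium rise read as TRPC4 activation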
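Assay system – TRPC4beta and mu-opioid receptor HEK293 stable cells · Measured by – Fluo4 fluorescence, kinetic · Schedule – dye loading 45 min room temperature, 110 s kinetic read · Read-out – B-scored integrated calcium fluorescence ratio · Controls – buffer and maximal DAMGO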
MrgX1 allo act: human MrgX1 positive allosteric modulation, primary screen; hit rate 0.63% among 310,000; AID 588675; MrgX1-HEK293, Fluo-4 calcium flux, FDSS; active compounds read high; B-score at 10 µM;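 active = plate-corrected calcium response at least 3 library SD above typical, normal starting fluorescence, not activating the receptor alone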;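 note: compound read alongside a low EC10 to EC30 dose of BAM8-22 agonist; peak minus trough fluorescence over baseline measured at the second addition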
TRPC4 potent: TRPC4 (mouse) allosteric potentiation. Q9QUQ5. HEK293 TRPC4beta/mu-opioid, DAMGO EC20, Fluo-4 Ca2+ flux; active compounds read high. B-score at 10 µM. hit rate 0.42% among 310,000. AID 2227;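 active = B-score of calcium response area above 5 SD of library B-scores, with initial fluorescence ratio within 5 SD of library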;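 note: B-score of integrated fluorescence ratio over time as area under calcium response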
MrgX1 antag: antagonists of human MrgX1 receptor | B-score at 10 µM | MRGX1-HEK293 calcium flux, Fluo-4, BAM8-22 antagonism; active compounds read low | hit rate 1.3% among 310,000 | Q96LB2 | AID 588676;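 active = calcium-response B-score plate-corrected more than 3 library SD below zero, starting fluorescence within 5 deviations, no agonist response on first addition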;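 note: peak minus trough fluorescence over baseline after final BAM8-22 challenge near maximal dose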
ANO1 block: mouse TMEM16A channel inhibition, primary screen; HEK293 TMEM16A/YFP iodide influx fluorescence, ionomycin; AID 588511; hit rate 1.2% among 310,000; Q8BHY3; normalized B-score (activity score, 25-100; higher = stronger inhibition) at 10 µM;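 active = ratio plate-corrected score three or more library SD toward inhibition, starting fluorescence score within five deviations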;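 note: score derived from kinetic fluorescence span divided by baseline fluorescence per well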
TRPC4 inh: inhibitors of mouse TRPC4 channel | Q9QUQ5 | HEK293 TRPC4beta/mu-opioid, DAMGO-evoked Fluo4 calcium flux; active compounds read low | B-score at 10 µM | hit rate 0.39% among 300,000 | AID 2247;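 active = B-score over 3 SD under the library average, no early fluorescence shift, positive overall ratio signal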
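Signal: kinetic Fluo4 fluorescence imaging of calcium influx. Material: stable TRPC4beta/mu-opioid receptor HEK293 cells. Probe or stimulus: DAMGO in two steps, submaximal then maximal.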
MrgX1 agonist: activates human MrgX1 receptor signaling | MrgX1-HEK293 cells, Fluo-4 calcium fluorescence, agonist mode; active compounds read high | B-score at 10 µM | hit rate 0.44% among 310,000;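 active = calcium response B-score plate-corrected fluorescence ratio at least 3 library SD, with starting fluorescence B-score inside 5 SD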
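Material: HEK293 cells stably expressing human MrgX1 receptor | Quantity: 15,000 cells per well | Times: Cells plated overnight, dye loaded 0.5 h 37 °C, 0.5 h room temperature | Measured by: Kinetic Fluo-4 NW fluorescence of intracellular calcium | Control set: Positive and negative controls per plate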
Active calls of the source: *; i = inactive; x = no result given.

Screens in order: RGS4 inh	TRPC6 inh	TRPC6 activator	ANO1 activ	TRPC4 agonist	MrgX1 allo act	TRPC4 potent	MrgX1 antag	ANO1 block	TRPC4 inh	MrgX1 agonist
[1] CC(C)C[C@H](NC(=O)N1CC(=O)Nc2ccccc21)C(=O)N1CCC(C(=O)O)CC1
→ i	i	i	i	i	i	i	i	i	i	i
[2] CCOC(=O)N1CCN(C(=O)C2CCN(S(=O)(=O)c3cc(OC)ccc3OC)CC2)CC1
→ i	i	i	i	i	i	i	i	i	i	i
[3] O=S(=O)(NC1CCCCC1)c1cccs1
→ i	i	i	i	i	i	i	i	i	i	i
[4] COc1ccc(CCNC(=O)c2oc3ccc(S(=O)(=O)N4CCOCC4)cc3c2C)cc1OC
→ i	i	i	i	i	i	i	i	i	i	i
[5] CC(C)(C)CNC(CO)C12CC3CC(CC(C3)C1)C2 (stereo not given)
→ i	i	i	i	i	i	i	i	i	i	i
[6] Cc1nnc(C)n1/N=C/c1cc(Br)cc(Br)c1O
→ i	i	i	i	i	i	i	i	i	i	i
[7] COc1ccccc1OCCNC(=O)c1cc([N+](=O)[O-])cc([N+](=O)[O-])c1
→ i	i	i	i	i	i	i	i	i	i	i
[8] Cc1ccc(OCc2cc(C(=O)N3CCC(c4ccccc4Cl)C3)no2)cc1C (stereo not given)
→ i	i	i	i	i	i	i	i	i	i	i
[9] Cc1cc(C)c2oc(C(=O)N3CCN(Cc4ccccc4)CC3)cc(=O)c2c1
→ i	i	i	i	i	i	i	i	i	i	i
[10] S=c1[nH]nc(COc2ccccc2)n1/N=C/c1ccccc1Cl
→ i	i	i	i	i	i	i	i	i	i	i
[11] C=CCn1c(SCC(=O)c2ccccc2)nnc1-c1cc2ccccc2o1
→ i	i	i	i	i	i	i	i	i	i	i
[12] O=C(Nc1ccccc1)/C(=C/c1ccc([N+](=O)[O-])cc1)NC(=O)c1ccccc1
→ i	i	i	i	i	i	i	i	i	i	i
[13] O=[N+]([O-])c1cc(S(=O)(=O)N2CCCCC2)ccc1NCc1cccc(Cl)c1
→ i	i	i	i	i	i	i	i	i	i	i
[14] O=C(Cn1cc(C(F)(F)F)ccc1=O)N/N=C/c1ccc(F)cc1
→ i	i	i	i	i	i	i	i	i	i	i
[15] Cc1c(-n2c(-c3ccccc3)nc3ccccc3c2=O)c(=O)n(-c2ccccc2)n1C
→ i	i	i	i	i	i	i	i	i	i	i
[16] COc1cccc(-c2nnc(SCN3C(=O)c4ccccc4C3=O)n2C)c1
→ i	i	i	i	i	i	i	i	i	i	i
[17] Cc1cc(NC(=O)COC(=O)C2CCN(S(=O)(=O)c3c(Cl)cccc3Cl)CC2)no1
→ i	i	i	i	i	i	i	i	i	i	i
[18] O=C(COC(=O)c1ccc2c(c1)C(=O)N(Cc1ccncc1)C2=O)Nc1ccccc1[N+](=O)[O-]
→ i	i	i	i	i	i	i	i	i	i	i
[19] OC(COC(c1ccc(Cl)cc1)c1ccc(Cl)cc1)CN1CCCC1 (stereo not given)
→ i	i	i	i	i	i	i	i	i	i	i
[20] COc1ccc(C(=O)NCCS(=O)(=O)N2CCN(C(=O)c3ccco3)CC2)cc1
→ i	i	i	i	i	i	i	i	i	i	i
[21] CN1CCN(C(=O)c2cnn(-c3ccccc3)c2NC(=O)c2ccc(Br)cc2)CC1
→ i	i	i	i	i	i	i	i	i	i	i
[22] CC1CCN(Cc2nc(-c3ccc(Cl)cc3)no2)CC1
→ i	i	i	i	i	i	i	i	i	i	i
[23] CCOC(=O)c1ccc(NC(=O)C2CCN(S(=O)(=O)c3c(C)nn(C)c3C)CC2)cc1
→ i	i	i	i	i	i	i	i	i	i	i
[24] Cc1ccccc1NC(=O)Nc1ccccc1C(N)=O
→ i	i	i	i	i	i	i	i	i	i	i
[25] N=c1ccccn1CC(O)COc1ccccc1 (stereo not given)
→ i	i	i	i	i	i	i	i	i	i	i
[26] O=C(Oc1cccc2ccccc12)c1ccco1
→ i	i	i	i	i	i	i	i	i	i	i
[27] COc1ccc(OC)c(/C=N/N2CCN(c3ccc(Cl)cc3)CC2)c1
→ i	i	i	i	i	i	i	i	i	i	i
[28] Clc1cccc2c1Sc1ccccc1CC2N1CCNCC1 (stereo not given)
→ i	i	i	i	i	14*	i	i	i	i	i
[29] CC(C)OP(C)(=O)CN1CCN(CP(C)(=O)OC(C)C)CC1 (stereo not given)
→ i	i	i	i	i	i	i	i	i	i	i
[30] COc1ccc(OC)c(S(=O)(=O)N2CCCC(C(=O)N3CCOCC3)C2)c1 (stereo not given)
→ 4.8*	i	i	i	i	i	i	i	i	i	i
[31] CCNC(=S)N/N=C/c1ccc(F)cc1
→ i	i	i	x	i	i	i	i	i	i	i
[32] COc1c2c(nc3ccccc13)OC(C(C)(O)CO)C2 (stereo not given)
→ i	i	i	i	i	i	i	-6.9*	i	i	i
[33] O=c1oc2ccccc2c(Nc2ccc(F)cc2)c1[N+](=O)[O-]
→ i	i	i	i	i	i	i	i	i	i	i
[34] N#CCC(=O)N/N=C/c1cc(Br)ccc1OCc1cccc2ccccc12
→ i	i	i	i	i	i	i	i	i	i	i
[35] Cc1nc(NC(=O)CCc2ccccc2)sc1C
→ i	i	i	i	i	i	i	i	i	i	i
[36] COc1ccc(-c2oc3cccnc3c2C#CC2(O)CCCCC2)cc1
→ i	i	i	i	i	i	i	i	i	i	i
[37] COc1cc2nc(-c3cccs3)oc(=O)c2cc1OC
→ i	i	i	i	i	i	i	i	i	i	i
[38] CCc1cccc2sc(NC(=O)c3ccc(N4C(=O)CCC4=O)cc3)nc12
→ i	i	i	i	i	i	i	i	i	i	i
[39] CCCCCC(=O)Nc1cccc(C2=NOC3(C2)C[C@@H](C(N)=O)N(C(=O)C2(C)CC2)C3)c1 (stereo not given in full)
→ i	i	i	i	i	i	i	i	i	x	i
[40] Cc1cc(NC(=O)Nc2ccccc2)n(-c2ccccc2)n1
→ i	i	i	i	i	i	i	i	i	i	i
[41] Cc1sc(-c2ccncc2)nc1OC(=O)c1ccccc1
→ i	i	i	i	i	i	i	i	i	i	i
[42] O=C(NC(=O)c1cnccc1C(F)(F)F)Nc1ccccc1
→ i	i	i	i	i	i	i	i	i	i	i
[43] Cc1cccc(C(=O)NNC(=O)CCCCC(=O)NNC(=O)c2cccc(C)c2)c1
→ i	i	i	i	i	i	i	i	i	i	i
[44] O=C(Nc1ccc(F)cc1)Oc1ccccc1N1CCOCC1
→ i	i	i	i	i	i	i	i	i	i	i
[45] COc1ccccc1Nc1nc(-c2ccccc2O)nc2ccccc12
→ i	i	i	i	i	i	i	i	i	i	i
[46] Cc1cc(C(=O)CCl)c(C)n1-c1c(C)n(C)n(-c2ccccc2)c1=O
→ i	i	i	i	i	i	i	i	i	i	i
[47] CC1(c2nnc(-c3ccccc3)o2)CC(c2ccc(Cl)cc2)=NO1 (stereo not given)
→ i	i	i	i	i	i	i	i	i	i	i
[48] O=C1CN2NC(=S)N(c3ccc(Cl)cc3)C2=CN1c1ccc(Cl)cc1
→ i	i	i	i	i	i	i	i	i	i	i
[49] c1ccc(-c2nnc(CN3CCCc4ccccc43)o2)cc1
→ i	i	i	i	i	i	i	i	i	i	i
[50] O=C(O)C(C(O)c1ccc([N+](=O)[O-])cc1)[n+]1ccccc1 (stereo not given)
→ i	i	i	i	i	i	i	i	i	i	i
[51] CCc1ccccc1N=C1S/C(=C/c2ccccc2OCC(=O)N2CCOCC2)C(=O)N1C
→ i	i	i	i	i	i	i	i	i	i	i
[52] CN1C(=O)/C(=C2\SC(=S)N(C(CCC(=O)O)C(=O)O)C2=O)c2ccccc21 (stereo not given)
→ i	i	i	i	i	i	i	i	i	i	i
[53] Cc1ccc(-c2cn(-c3ccccc3)c(=S)[nH]2)cc1C
→ i	i	i	i	i	i	i	i	i	i	i
[54] CCOc1ccc(OCCC(=O)NNC(=O)c2ccccc2Cl)cc1
→ i	i	i	i	i	i	i	i	i	i	i
[55] COC(=O)c1cn(NC(=O)C2COc3ccccc3O2)c(=O)c2ccccc12 (stereo not given)
→ i	i	i	i	i	i	i	i	i	i	i
[56] N=c1c2c(n(Cc3ccc(Cl)cc3)c3c1CCC3)CCC2
→ i	i	i	i	i	i	i	i	i	-7*	i
[57] CC(C)Cc1nc(Nc2ccccc2C#N)c2nnn(Cc3ccccc3)c2n1
→ i	i	i	i	i	i	i	i	i	i	i
[58] O=C(Nc1cccc2ccccc12)NC1CCCCC1O (stereo not given)
→ i	i	i	i	i	i	i	i	i	i	i
[59] Cc1ccc(C(=O)N2CC(C)SC2=Nc2cccc(S(=O)(=O)N(C)C)c2)cc1 (stereo not given)
→ i	i	i	i	i	i	i	i	i	i	i
[60] COc1ccc(NC(=O)c2noc(C(C)C)c2[N+](=O)[O-])cc1
→ i	i	i	i	i	i	i	i	i	i	i

Further entries follow.
Screens in order: RGS4 inh	TRPC6 inh	TRPC6 activator	ANO1 activ	TRPC4 agonist	MrgX1 allo act	TRPC4 potent	MrgX1 antag	ANO1 block	TRPC4 inh	MrgX1 agonist
[61] COCCn1c(C)cc(/C=C2/NC(=O)N(c3cccc(Cl)c3)C2=O)c1C
→ i	i	i	i	i	i	i	i	i	i	i
[62] COc1cc(S(=O)(=O)Nc2cccc(C)c2)ccc1NC(=O)c1ccncc1
→ i	i	i	i	i	i	i	i	i	i	i
[63] COc1ccc(/C(C)=N/NC(=O)c2ccc(NS(=O)(=O)c3cccs3)cc2)cc1
→ i	i	i	i	i	i	i	i	i	i	i
[64] Cc1ccc(-c2c(C(=O)NNC(=S)NCC3CCCO3)csc2C)cc1 (stereo not given)
→ i	i	i	i	i	i	i	i	i	i	i
[65] CC(NC(=O)c1ccc2nc[nH]c2c1)c1ccccc1 (stereo not given)
→ i	i	i	i	i	i	i	i	i	i	i
[66] CCOCCCNC(=O)c1cc(Sc2ccc(C)cc2)nc2ccccc12
→ i	i	i	i	i	i	i	i	i	i	i
[67] Cc1cc(-n2nc(C)cc2C)nc(NS(=O)(=O)c2ccccc2Cl)n1
→ i	i	i	i	i	i	i	i	i	i	i
[68] O=C(CSc1ncccn1)Nc1ncc(C(F)(F)F)cc1Cl
→ i	i	i	i	i	i	i	i	i	i	i
